# From PubChem BioAssay
# ATG4B inh = blocks human ATG4B protease cleavage of LC3 substrate. 340,000 compounds, 0.51% hits. inhibition, % at 8.33 µM. ATG4B cleavage of LC3-PLA2, NBD-HPC fluorescence, 1 h. AID 504462; in the data active = inhibition above about 40%
# mIAP block = mouse IAP inhibition. purified mouse IAP, CDP-Star luminescence, 30 min. inhibition, % at 10 µM. 330,000 compounds, 0.2% hits;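 active = inhibition of at least 40% at 10 µM in the primary screen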;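 note: plate controls were DMSO with enzyme for no effect and no enzyme wells for full effect; values of inactives mirror those of a sister screen read the other way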
# mIAP activ = mouse IAP activation | muIAP, CDP-Star luminescence, 30 min; hits give high values; 1 = vehicle-only enzyme signal, 0 = enzyme-free wells | 330,000 compounds, 0.24% hits | activation factor at 10 µM;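 active = activation factor of at least 2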; note: the source names both 10 and 20 µM as test concentration; values of inactives mirror those of a sister screen read the other way
#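 Assay system: mouse IAP enzyme / Compound: DMSO-dissolved test compounds / Timing: 30 min, room temperature / Measured by: luminescence from enzymatic CDP-Star hydrolysis / Control set: DMSO-only wells, enzyme-free buffer wells as negative control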
# hIAP activ = increases human intestinal alkaline phosphatase activity | purified human IAP, CDP-Star luminescence, 30 min; hits give high values; 1 = vehicle-only enzyme, 0 = enzyme-free background | P09923 | 330,000 compounds, 0.16% hits | activation factor at 10 µM;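 active = activation factor of the enzyme at least 2-fold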; note: the source names both 10 and 20 µM as test concentration; values of inactives mirror those of a sister screen read the other way
# Target sequence (P09923 whole entry, looked up): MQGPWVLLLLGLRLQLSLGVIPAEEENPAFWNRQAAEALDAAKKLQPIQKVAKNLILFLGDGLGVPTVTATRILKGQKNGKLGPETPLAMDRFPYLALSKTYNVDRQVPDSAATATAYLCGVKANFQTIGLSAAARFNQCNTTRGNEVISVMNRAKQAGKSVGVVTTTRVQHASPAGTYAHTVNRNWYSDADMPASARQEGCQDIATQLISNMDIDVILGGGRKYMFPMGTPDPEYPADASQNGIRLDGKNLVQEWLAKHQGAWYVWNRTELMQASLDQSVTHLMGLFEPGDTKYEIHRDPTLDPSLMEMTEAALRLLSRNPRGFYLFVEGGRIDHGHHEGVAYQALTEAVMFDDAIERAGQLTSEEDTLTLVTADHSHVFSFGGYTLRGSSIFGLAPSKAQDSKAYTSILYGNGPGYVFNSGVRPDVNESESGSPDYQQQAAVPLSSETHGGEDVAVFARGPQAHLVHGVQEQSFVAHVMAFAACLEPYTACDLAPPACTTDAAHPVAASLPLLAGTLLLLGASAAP
# TIM10 inh = growth inhibitors of TIM10 yeast strain; S. cerevisiae TIM10 strain growth, BacTiter-Glo luminescence, 24 h; inhibition, % at 10 µM; 330,000 compounds, 1.4% hits;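 active = inhibition of 40% or more at the single tested concentration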;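 note: wild-type TIM10 isogenic control strain grown at permissive 25 °C; 0% = DMSO yeast wells and 100% = minimal medium wells without yeast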
# hIAP inh = blocks human intestinal alkaline phosphatase | inhibition, % at 10 µM | P09923 | 330,000 compounds, 0.12% hits | purified IAP, CDP-Star luminescence, 30 min;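 active = inhibition reaching a set limit with compound at 10 µM in the primary screen, cut at about 35% in these data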;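 note: plate controls were DMSO wells with enzyme for no effect and no-enzyme buffer wells for full effect; values of inactives mirror those of a sister screen read the other way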
# NALP3 yeast inh = NALP3 inhibition in yeast. inhibition, % at 10 µM. Yeast reconstituted NLRP3/ASC/caspase-1, beta-gal luminescence, 24 h. 330,000 compounds, 0.39% hits;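 active = inhibition of 50% or more; inactive = inhibition below 50%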;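 note: plate controls were induced DMSO wells for no effect and uninduced yeast grown without galactose for full effect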
# tim10-1 inh = growth inhibitors of tim10-1 mutant yeast; S. cerevisiae tim10-1 ts strain growth, BacTiter-Glo, 24 h; inhibition, % at 20 µM; 330,000 compounds, 2.2% hits;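 active = inhibition of at least 40%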;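 note: mutant grown at 25 °C; 0% = DMSO wells with yeast and 100% = wells holding no yeast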
# Apaf-1 inh = blocks human Apaf-1 apoptosome activity | O14727 | reconstituted apoptosome caspase-3 activity, DEVD-Rh110 fluorescence | 330,000 compounds, 0.71% hits | AID 489030 | inhibition, % at 20 µM; active = inhibition of at least 40% at 20 µM;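 note: plate controls were DMSO wells for no effect and DEVD-CHO caspase inhibitor wells for full effect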
#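 Medium: Hepes buffer, pH 7.5 / System: biochemical Apaf-1 apoptosome reconstitution / Measured by: Rh110 fluorescence, excitation 480 nm, emission 540 nm / Times: compound with Apaf-1, dATP, procaspase-3 30 min, then 50 min reaction, room temperature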
# * marks the source's active call; other numbers are inactive results; nt = no result given.
1) O=C(Nc1cccc2ncccc12)c1cccnc1
2) C/C(=N/NC(=O)c1cccs1)c1ccc(N2CCOCC2)cc1
3) CCOc1ccc(NCc2ccccc2OCc2cccc(F)c2)cc1
4) COc1ccc(NC(=O)C(Sc2nnc(-c3ccncc3)n2-c2ccccc2C)c2ccccc2)cc1Cl (centres undefined)
5) S=c1[nH]nc(-c2ccccn2)n1/N=C/c1cccc(Cl)c1
6) O=C(COC(=O)CCCc1c[nH]c2ccccc12)Nc1ccc2c(c1)OCO2
7) Cn1c(N)c(C(=O)CSc2nnnn2-c2ccccc2)c(=O)n(C)c1=O
8) COc1ccccc1CNC(=O)CCC(=O)Nc1nnc(C(C)C)s1
screen / no. | 1 | 2 | 3 | 4 | 5 | 6 | 7 | 8
ATG4B inh | 6 | -4 | 46* | 4 | -6 | -15 | 4 | -1
mIAP block | 4 | 1 | 3 | 5 | -8 | -6 | -10 | -4
TIM10 inh | -5 | 8 | 21 | 24 | -1 | 23 | -26 | 1
hIAP inh | 1 | -8 | 7 | 1 | 7 | -4 | -25 | 6
mIAP activ | 0.96 | 0.99 | 0.97 | 0.95 | 1.1 | 1.1 | 1.1 | 1
Apaf-1 inh | -7 | 1 | 28 | 16 | 2 | 15 | -4 | 12
NALP3 yeast inh | -21 | -4 | 35 | 1 | 12 | 21 | -1 | -4
hIAP activ | 0.99 | 1.1 | 0.93 | 0.99 | 0.93 | 1 | 1.2 | 0.94
tim10-1 inh | -15 | 14 | 4 | 15 | 6 | 18 | -8 | 4

9) Cc1sc2c(c1C)C(=O)NC(c1cccc(O)c1)N2 (centres undefined)
10) CCOC(=O)N/N=C\c1ccc(-c2cc(Cl)ccc2Cl)o1
11) Cc1cc(=O)oc2cc(NC(=O)C3CC(=O)N(Cc4ccccc4)C3)ccc12 (centres undefined)
12) CCNC(=O)CN(c1ccc(C)cc1)S(=O)(=O)c1ccccc1
13) CCOc1cc2[nH]c(=S)n(CC3CCCO3)c(=O)c2cc1OCC (centres undefined)
14) COc1ccc(CCNC(=O)C2CCN(c3ccc(N4CCOCC4)nn3)CC2)c(OC)c1
15) OC(COc1ccc2c(c1)OCO2)CN1CCN(c2ccccc2)CC1 (centres undefined)
16) O=C(C1CCCO1)N1CCN(S(=O)(=O)c2cc(F)ccc2F)CC1 (centres undefined)
screen / no. | 9 | 10 | 11 | 12 | 13 | 14 | 15 | 16
ATG4B inh | nt | -5 | -13 | -8 | -6 | -1 | -5 | 3
mIAP block | 20 | 4 | 2 | 3 | 8 | -12 | 2 | -4
TIM10 inh | 12 | 41* | -7 | 12 | 9 | -4 | -5 | -3
hIAP inh | 10 | -6 | -1 | -12 | 14 | -16 | -6 | 8
mIAP activ | 0.8 | 0.95 | 0.98 | 0.97 | 0.92 | 1.1 | 0.98 | 1
Apaf-1 inh | 5 | 15 | 6 | -4 | 6 | 5 | -2 | -1
NALP3 yeast inh | -2 | 4 | 7 | 20 | -4 | 1 | 24 | 0
hIAP activ | 0.91 | 1.1 | 1 | 1.1 | 0.86 | 1.2 | 1.1 | 0.92
tim10-1 inh | 14 | 44* | 8 | 23 | 13 | 10 | 0 | 9

17) CCc1cccc(Nc2c3c(nc4ncnn24)CCC3)c1
18) CCCC(=O)Nc1cc(OC)c(OC)cc1C(=O)O
19) CCc1nc(SCc2ccc(OCC(C)C)cc2)n[nH]1
20) COc1ccc(C(=O)NN)cc1
21) Cc1[nH]n(-c2ccccc2)c(=S)c1C=Nc1cccc([N+](=O)[O-])c1
22) COc1cc(C2C3=C(CC(C)(C)CC3=O)N(C)C(=O)N2C)cc(OC)c1OC (centres undefined)
23) O=C(CS(=O)(=O)c1ccccc1)Nc1nc2ccccc2s1
24) CC1(C)COCN1S(=O)(=O)c1ccc(C(=O)Nc2nnc(-c3ccc(Cl)s3)o2)cc1
screen / no. | 17 | 18 | 19 | 20 | 21 | 22 | 23 | 24
ATG4B inh | -6 | -1 | -1 | -6 | -13 | -9 | -7 | -2
mIAP block | 4 | -5 | 8 | -9 | 3 | 4 | -1 | 14
TIM10 inh | -36 | -5 | 14 | -10 | 26 | -14 | 11 | 17
hIAP inh | -42 | -1 | -58 | -6 | 19 | 9 | 1 | -32
mIAP activ | 0.96 | 1 | 0.92 | 1.1 | 0.97 | 0.95 | 1 | 0.86
Apaf-1 inh | 0 | 0 | 9 | -2 | 4 | -13 | 5 | 12
NALP3 yeast inh | 5 | 5 | 30 | 3 | 22 | 7 | 0 | -5
hIAP activ | 1.4 | 1 | 1.6 | 1.1 | 0.81 | 0.91 | 0.99 | 1.3
tim10-1 inh | -20 | 15 | 21 | -15 | 33 | -1 | 28 | 34

# Whole records as entered above.
# COc1cc(C2C3=C(CC(C)(C)CC3=O)N(C)C(=O)N2C)cc(OC)c1OC (centres undefined) in the list: ATG4B inh = -9; mIAP block = 4; TIM10 inh = -14; hIAP inh = 9; mIAP activ = 0.95; Apaf-1 inh = -13; NALP3 yeast inh = 7; hIAP activ = 0.91; tim10-1 inh = -1
# CC1(C)COCN1S(=O)(=O)c1ccc(C(=O)Nc2nnc(-c3ccc(Cl)s3)o2)cc1 in the list: ATG4B inh = -2; mIAP block = 14; TIM10 inh = 17; hIAP inh = -32; mIAP activ = 0.86; Apaf-1 inh = 12; NALP3 yeast inh = -5; hIAP activ = 1.3; tim10-1 inh = 34

# Continuation:
25) Cc1nn(C)c(C)c1NC(=O)COc1ccc(F)cc1Br
26) Cc1nc(C(F)(F)F)ccc1C(=O)Nc1ccc(C(F)(F)F)cn1
27) Cc1cc(C)cc(NC(=O)N2CCCC2C(=O)Nc2ccc(-n3cnnn3)cc2)c1 (centres undefined)
28) Cc1ccc(N(C)S(=O)(=O)c2cccc(C(=O)Nc3nc4ccccc4[nH]3)c2)cc1
29) O=C(Nc1cccnc1)c1ccc(Cl)c(S(=O)(=O)N2CCc3ccccc32)c1
screen / no. | 25 | 26 | 27 | 28 | 29
ATG4B inh | 1 | -4 | -20 | -8 | -8
mIAP block | 4 | 3 | 0 | -1 | -4
TIM10 inh | -2 | -7 | 6 | 34 | 37
hIAP inh | -18 | -12 | 2 | 13 | -6
mIAP activ | 0.96 | 0.97 | 1 | 1 | 1
Apaf-1 inh | 3 | 5 | 4 | -10 | 2
NALP3 yeast inh | 18 | 9 | 12 | 12 | -1
hIAP activ | 1.2 | 1.1 | 0.98 | 0.87 | 1.1
tim10-1 inh | 5 | -10 | 10 | 41* | 4

# Three compounds picked at random from those above:
26) Cc1nc(C(F)(F)F)ccc1C(=O)Nc1ccc(C(F)(F)F)cn1
29) O=C(Nc1cccnc1)c1ccc(Cl)c(S(=O)(=O)N2CCc3ccccc32)c1
25) Cc1nn(C)c(C)c1NC(=O)COc1ccc(F)cc1Br
screen / no. | 26 | 29 | 25
ATG4B inh | -4 | -8 | 1
mIAP block | 3 | -4 | 4
TIM10 inh | -7 | 37 | -2
hIAP inh | -12 | -6 | -18
mIAP activ | 0.97 | 1 | 0.96
Apaf-1 inh | 5 | 2 | 3
NALP3 yeast inh | 9 | -1 | 18
hIAP activ | 1.1 | 1.1 | 1.2
tim10-1 inh | -10 | 4 | 5
